SMN2 splice enh: qHTS Assay for Enhancers of SMN2 Splice Variant Expression; HEK293 SMN2-luciferase splicing reporter, luminescence, 30-36 h; AID 1458, 2008; Potency, µM (series often up to 46.1 µM), for the others: top-dose activity change, positive = activation, actives largely listed as activators; 210,000 compounds, 2.8% hits; note: % of control where 0% means no effect; nearly all actives have a fitted effect of over 55% in size
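HEK293 cells carry an SMN2 […]–luciferase reporter in which exon 7 inclusion puts luciferase in frame. Cells were plated 10-12 h before compound addition, then incubated 30-36 h at 37C. ONE-Glo luminescence was read; sodium butyrate at 4.5 mM final served as control.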
Tau fibril ThT: qHTS for Inhibitors of Tau Fibril Formation, Thioflavin T Binding; recombinant tau K18 P301L, heparin-induced fibrillization, ThT fluorescence; Potency, µM (top dose mostly 57.4 µM), for the others: at the highest dose activity, negative = inhibition, hits mostly inhibitors; 270,000 compounds, 2.1% hits; Microtubule-associated protein tau (Homo sapiens), P10636; note: % is set by controls: 0 for no effect and ±100 for the full control effect; nearly all actives have a fitted effect of over 55% in size
Target sequence (P10636 561-689 P618L limits assumed): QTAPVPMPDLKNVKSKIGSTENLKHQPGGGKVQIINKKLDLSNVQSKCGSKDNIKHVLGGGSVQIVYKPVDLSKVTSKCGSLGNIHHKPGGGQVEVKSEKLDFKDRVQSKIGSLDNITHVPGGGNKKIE
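K18 P301L tau (15 uM + 0.24 uM Alexa 594-tagged), heparin 20 uM, NaOAc pH 7, 6 h 37 C; ThT 30 uM, 1 h RT, ex 450/em 510 nm.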
Tau FP inhib: qHTS for Inhibitors of Tau Fibril Formation, Fluorescence Polarization. Potency, µM (titrated, usually from 57.7 µM), for the others: at the highest dose activity, negative = inhibition, usual class: inhibitors. K18 P301L tau heparin fibrillization, Alexa594 FP, 6 h. Microtubule-associated protein tau (Homo sapiens), P10636. 280,000 compounds, 0.39% hits; note: % is set by controls: 0 for no effect and ±100 for the full control effect; nearly all actives have a fitted effect of over 55% in size
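Read-out: fluorescence polarization of Alexa 594-labeled tau (0.24 uM), 555 nm excitation, 632 nm emission. Mixtures held 15 uM unlabeled K18 P301L, compound and 20 uM heparin, pH 7 acetate buffer, incubated 6 hr at 37 C.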
ALDH1A1 inh: qHTS Assay for Inhibitors of Aldehyde Dehydrogenase 1 (ALDH1A1). Aldehyde dehydrogenase 1A1 (Homo sapiens), P00352. Purified ALDH1A1, NADH fluorescence, propionaldehyde substrate. Potency, µM (doses to about 75.3 µM), inactives show at the highest dose activity, negative = inhibition, usual class: inhibitors. 220,000 compounds, 7.3% hits; active = well fitted inhibition curve with a large enough effect, not every such curve was filed as active; inconclusive = small, poorly fitted or top-dose-only effect, or another doubt; inactive = no such curve, though single readings can be large or run the other way;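 note: plate controls were no enzyme wells and a reference inhibitor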
Target sequence (P00352 whole entry, looked up): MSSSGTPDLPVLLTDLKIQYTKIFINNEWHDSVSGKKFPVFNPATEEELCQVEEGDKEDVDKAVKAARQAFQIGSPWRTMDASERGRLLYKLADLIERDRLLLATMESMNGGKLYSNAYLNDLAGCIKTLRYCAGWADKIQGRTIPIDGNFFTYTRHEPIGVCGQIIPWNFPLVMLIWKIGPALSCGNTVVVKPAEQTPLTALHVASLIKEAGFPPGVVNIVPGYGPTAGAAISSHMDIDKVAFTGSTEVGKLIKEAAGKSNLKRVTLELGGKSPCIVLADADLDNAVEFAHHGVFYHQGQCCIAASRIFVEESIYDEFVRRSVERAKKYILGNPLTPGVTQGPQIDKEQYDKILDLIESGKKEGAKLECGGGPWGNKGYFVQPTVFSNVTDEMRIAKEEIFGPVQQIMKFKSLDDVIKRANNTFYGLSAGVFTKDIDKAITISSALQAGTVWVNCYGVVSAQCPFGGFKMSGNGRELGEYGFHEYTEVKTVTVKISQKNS
Tau fluor counter: Counterscreen qHTS for Inhibitors of Tau Fibril Formation, Fluorescence Polarization | tau K18 P301L (four-repeat tau fragment) Alexa594 fluorescence, heparin fibrillization | Potency, µM (top dose mostly 57.7 µM), for the others: at the top dose activity change, negative = decrease | 280,000 compounds, 0.93% hits | AID 1463, 2008; note: % is set by controls: 0 for no effect and ±100 for the full control effect; nearly all actives have a fitted effect of over 55% in size
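Human K18 P301L tau (15 uM unlabeled plus 0.24 uM Alexa 594-labeled, final) in 100 mM sodium acetate pH 7 was mixed with compound and 20 uM heparin and incubated 6 hr at 37 C.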
HTT cytoprotect: qHTS Multiplex Assay to Identify Dual Action Probes in a Cell Model of Huntington: Cytoprotection (ATP) | PC12 HTT-Q103 induced, cytoprotection, ATP luminescence, 40 h | Potency, µM (series often up to 56.4 µM), for the others: cytoprotection (ATP increase), most hits filed as activators | 230,000 compounds, 0.14% hits | AID 1471, 2008;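 note: % of control where 0% means no effect; nearly all actives have a fitted effect of over 45% in size; toxic huntingtin expression switched on by the ecdysone agonist tebufenozide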
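Stable PC12 Q103-GFP cells in serum-supplemented, phenol red-free DMEM; induction by tebufenozide at 100 nM final; compound dose series; cell viability quantified luminescently from ATP.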
HttQ103 aggreg: qHTS Multiplex Assay to Identify Dual Action Probes in a Cell Model of Huntington: Aggregate Formation (GFP) | PC12 HttQ103-GFP aggregates, Acumen cytometry, 40 h | Potency, µM (series often up to 46.1 µM), for the others: at the highest dose activity change, negative = inhibition, usual class: inhibitors | 220,000 compounds, 1.1% hits | AID 1688, 2009; note: % is set by controls: 0 for no effect and ±100 for the full control effect; nearly all actives have a fitted effect of over 60% in size
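PC12/HTTQ103-GFP, ecdysone-inducible; teb 100 nM; cpd qHTS titration; GFP aggregates read on laser cytometer, Ex 488/Em 500-530 nm.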
KDM4E inh: qHTS Assay for Inhibitors of Human Jumonji Domain Containing 2E (JMJD2E); JMJD2E catalytic domain, FDH-coupled NADH fluorescence (FDH is formaldehyde dehydrogenase); Potency, µM (titrated, usually from 57.1 µM), inactives show at the top dose activity change, negative = inhibition, hits mostly inhibitors; 230,000 compounds, 1.6% hits; active = well fitted inhibition curve with a large enough effect, not every such curve was filed as active; inconclusive = small, poorly fitted or top-dose-only effect, or another doubt; inactive = no such curve, though single readings can be large or run the other way;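 note: 0% = wells with enzyme and -100% = buffer wells without enzyme; nearly all actives have a fitted effect of over 50% in size; many of its hits are not listed in these tables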
Target sequence (B2RXH2 1-337 limits assumed): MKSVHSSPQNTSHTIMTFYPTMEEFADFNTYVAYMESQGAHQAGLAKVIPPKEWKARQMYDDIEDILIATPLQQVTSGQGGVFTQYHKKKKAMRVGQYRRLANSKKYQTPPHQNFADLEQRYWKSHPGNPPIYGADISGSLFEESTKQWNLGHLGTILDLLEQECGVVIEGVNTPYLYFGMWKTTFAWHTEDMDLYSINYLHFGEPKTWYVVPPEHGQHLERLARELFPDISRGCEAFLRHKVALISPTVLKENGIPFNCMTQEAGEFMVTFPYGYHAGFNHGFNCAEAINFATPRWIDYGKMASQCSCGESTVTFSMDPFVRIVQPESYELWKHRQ
Active calls of the source: *; ? = inconclusive; . = no result given; & = joins results of further samples; [ ] = dose if it differs, or a comment. Unless noted, calls come from the whole dose curve; as a rule, active = well fitted curve in the direction sought with a large enough effect; inconclusive = small, poorly fitted or top-dose-only effect, or another doubt; inactive = no such curve, though single readings can be large; an effect the other way counts as inactive or inconclusive. Potency is the fitted concentration of half-maximal effect. Only part of the results is shown; rates above refer to the full screens.

structure | SMN2 splice enh | Tau fibril ThT | Tau FP inhib | ALDH1A1 inh | Tau fluor counter | HTT cytoprotect | HttQ103 aggreg | KDM4E inh
COc1cccc(/C=N/NC(=O)c2cc(C34CC5CC(CC(C5)C3)C4)[nH]n2)c1 | -3.0% | -5.1% | -10.2% | -2.0% | -17.3% | 1.5%[10 µM] | ? | -1.7%
Cn1cc(C(F)(F)F)nc1-c1ccc(OC[C@@H](O)CNCCOc2ccc(O)c(C(N)=O)c2)cc1 | . | -13.7% | -0.6% | ? | -23.0% | ? | . | ?
O=C(N/N=C/c1ccncc1)c1cccc(S(=O)(=O)Nc2ccc(Cl)cc2)c1 | . | 2.6% | -19.3% | . | -5.3% | 12.0%[10 µM] | -0.9%[9.22 µM] | 3.55µM*
Cc1cccc(Cc2nnc(CCC(=O)N(C)C3CCOC3)o2)c1 (stereo not given) | . | -8.8% | -6.5% | 1.1% | -5.5% | 5.7%[10 µM] | -12.4%[9.22 µM] | 3.8%
CC(C)N1CCC(N2CCN(Cc3ccc4nonc4c3)CC2CCO)CC1 (stereo not given) | . | -9.5% | 2.0% | . | -6.8% | 14.6%[10 µM] | 24.7%[9.22 µM] | 5.0%
CCOC(=O)c1cnc2c(ccc3ccccc32)c1Nc1cccc(Cl)c1 | -4.1% | ? | -7.9% | . | -14.9% | . | . | .
CC(C)C(NC(=O)c1ccccc1)C(=O)OCc1cc([N+](=O)[O-])cc2c1OCOC2 (stereo not given) | -8.6% | -4.5% | -0.5% | -1.6% | -13.0% | -9.6%[10 µM] | -8.4% | 9.0%
O=C(c1cnc2ccc(Cl)cc2c1Cl)N1CCOCC1 | -3.7% | -0.2% | 6.9% | 0.8% | 4.6% | 20.8%[10 µM] | 10.7%[9.22 µM] | -9.2%
Cc1ccc2c(CC(=O)Nc3ccc(S(=O)(=O)Nc4nc(C)cc(C)n4)cc3)coc2c1 | -26.2% | -16.0% | -4.2% | . | ? | . | . | .
O=C(NCc1ccc2c(c1)OCO2)c1ccc2c(c1)N(Cc1c(F)cccc1Cl)C(=O)CS2 | -64.2%[inhibitor] | -15.2% | -12.9% | ? | ? | . | -16.2% | 2.4%
N#Cc1cccc(C(c2nnnn2C2CCCC2)N2CCC(Cc3ccccc3)CC2)c1 (stereo not given) | -45.1%[inhibitor] | -4.5% | 2.4% | 4.1% | -8.6% | -16.1%[10 µM] | -13.6% | 7.7%
CCOC(=O)c1c(NC(=O)CSc2nnc(-c3ccco3)o2)sc(C)c1C | ? | -17.2% | 3.0% | 8.91µM* | -12.7% | 6.2% | 5.7% | 11.0%
Cc1csc(SCC(=O)NC(=O)NC2CCCC2)n1 | -2.2% | -3.1% | -3.4% | ? | 3.7% | 8.6%[10 µM] | -2.7% | ?
COc1cccc(N2CCN(C3CC(=O)N(c4ccc(C)c(Cl)c4)C3=O)CC2)c1 (stereo not given) | 2.7% | ? | 6.8% | ? | -18.3% | -11.9%[0.074 µM] | 3.5% | 2.2%
O=C(NCCCO)/C(=C/c1ccco1)NC(=O)c1ccc(Br)o1 | 9.4% | -14.7% | -7.8% | ? | -1.5% | -4.1%[10 µM] | 17.1% | ?
CC1(C)Cc2nc(NCCN3CCOCC3)c(C#N)cc2CO1 | -6.2% | -11.9% | -11.5% | -7.4% | -10.9% | 1.1% | -4.8% | ?
Cc1cccc(-c2cc3nc4c(c(N5CCOCC5)n3n2)CCCC4)c1 | -19.3% | ? | -1.1% | ? | -10.0% | 15.5%[1.9 µM] | 7.4% | ?
CCOC(=O)c1ccc(NC(=O)CCOc2ccc(OC)cc2)cc1 | -6.5% | ? | 0.5% | 2.4% | -23.6% | -1.8% | 0.0% | 0.6%
CCNC(=O)C1CN(S(=O)(=O)c2ccccc2)CCN1S(=O)(=O)c1ccccc1 (stereo not given) | -10.9% | -1.9% | 1.3% | ? | -0.4% | 16.7%[10 µM] | 14.9% | 3.2%
CC(C)(C)C(=O)Cn1c(=O)n(CCCCCC(=O)NCc2ccc3c(c2)OCO3)c(=O)c2sccc21 | -14.2% | -4.0% | -11.1% | . | -15.8% | . | . | .
CC1(OC(=O)CCc2ccccc2)C(=O)C=C2C=C(c3ccc(C#N)cc3)OC=C2C1=O (stereo not given) | 23.1% | ? | 6.9% | ? | -12.7% | 13.7% | . | -9.8%
CCOc1ccc(NC(=O)CCc2c(C)nc3nc(-c4cc(OC)cc(OC)c4)nn3c2C)cc1 | -4.0% | -4.1% | -2.8% | . | -18.6% | . | . | .
CC(C)=CCN1CCN(Cc2ccc(C#CC(C)(C)O)s2)CC1CCO (stereo not given) | . | -13.6% | -3.7% | 3.9% | -12.2% | 6.4%[10 µM] | 13.9%[9.22 µM] | 3.2%
CC(=O)C1=C(C)NC(SCC(=O)c2ccccc2)=C(C#N)C1CC(C)C (stereo not given) | 19.0% | -17.6% | -7.9% | 7.08µM* | -18.5% | -15.5%[0.074 µM] | 1.58µM* | ?

Record cards (already shown). Order of screens: SMN2 splice enh | Tau fibril ThT | Tau FP inhib | ALDH1A1 inh | Tau fluor counter | HTT cytoprotect | HttQ103 aggreg | KDM4E inh
Cc1ccc2c(CC(=O)Nc3ccc(S(=O)(=O)Nc4nc(C)cc(C)n4)cc3)coc2c1 is listed as -26.2% | -16.0% | -4.2% | . | ? | . | . | .
CCOc1ccc(NC(=O)CCc2c(C)nc3nc(-c4cc(OC)cc(OC)c4)nn3c2C)cc1 is listed as -4.0% | -4.1% | -2.8% | . | -18.6% | . | . | .
Cc1cccc(-c2cc3nc4c(c(N5CCOCC5)n3n2)CCCC4)c1 is listed as -19.3% | ? | -1.1% | ? | -10.0% | 15.5%[1.9 µM] | 7.4% | ?
CC(=O)C1=C(C)NC(SCC(=O)c2ccccc2)=C(C#N)C1CC(C)C (stereo not given) is listed as 19.0% | -17.6% | -7.9% | 7.08µM* | -18.5% | -15.5%[0.074 µM] | 1.58µM* | ?

(list continues)
structure | SMN2 splice enh | Tau fibril ThT | Tau FP inhib | ALDH1A1 inh | Tau fluor counter | HTT cytoprotect | HttQ103 aggreg | KDM4E inh
O=C(O)c1ccccc1C(=O)N1CCc2c([nH]c3ccccc23)C1C(F)(F)F (stereo not given) | . | -5.4% | 2.5% | -9.1% | 1.7% | 5.2%[10 µM] | 13.0%[9.22 µM] | 13.9%
O=C(Nc1ccncc1)c1ccc(F)cc1 | -12.7% | 0.3% | 0.5% | -4.7% | 4.4% | -10.5% | 24.0%[9.22 µM] | -5.5%
Cc1ccc(CNC(=O)c2oc3ccc(S(=O)(=O)N4CCC5(CC4)OCCO5)cc3c2C)cc1 | -48.4%[inhibitor] | -1.6% | 3.3% | ? | -19.2% | -0.9%[10 µM] | ? | 2.7%
CC(NC(=O)Nc1ccc(F)cc1F)c1ccncc1 (stereo not given) | 9.5% | -3.1% | 3.8% | 2.8% | 9.0% | 13.4% | 9.6% | 2.0%
Cc1cc(N2CCN(S(=O)(=O)c3ccc4ccccc4c3)CC2)n2ncnc2n1 | . | -7.4% | 11.6% | -0.5% | -5.2% | -27.9%[10 µM] | 13.4%[9.22 µM] | ?
Oc1cccc(Nc2nc(-c3ccccc3)nc3ccccc23)c1 | ? | -10.0% | 14.1µM* | . | 7.08µM*[quencher] | . | . | .
COc1ccc(N2CCN(C(=O)CCC(=O)NNc3nc4ccccc4c4nc(C)nn34)CC2)cc1 | -7.1% | -13.5% | 2.5% | . | -12.6% | . | . | .
CCOC(=O)N1CCN(C(=O)Cn2nc(-c3ccc(Cl)cc3)ccc2=O)CC1 | 1.1% | -23.8% | 0.3% | ? | -17.2% | -16.9% | 2.9% | ?
Cc1ccc(NC(=S)N2CCC(c3nc4ccccc4s3)CC2)cc1 | -54.6%[inhibitor] | -9.7% | 4.1% | ? | -23.5% | ? | -25.6% | 7.6%
CCC1CCc2c(sc(NC(=O)c3ccoc3C)c2C(N)=O)C1 (stereo not given) | ? | ? | -0.8% | ? | -22.8% | -21.7% | 2.0% | ?
Cc1c(NC(=O)Cc2ccccc2)cccc1C(=O)NN1C(=O)c2ccccc2C1=O | 16.6% | -3.8% | -5.6% | 15.7% | 3.6% | -13.9%[10 µM] | 5.5% | -1.3%
CSc1nnc2c(n1)OC=Nc1ccc(Br)cc1-2 | . | . | 4.7% | . | -5.0% | 15.0%[10 µM] | -10.9%[9.22 µM] | 0.5%
Cc1cc(C)n(-c2nc3cc(Cl)ccc3nc2Nc2ccc(CC(=O)O)cc2)n1 | 8.3% | ? | 10.9% | . | -14.3% | . | . | .
NC(N)=Nc1ccc(N=C(N)N)cc1 | . | -1.2% | 0.7% | -13.3% | -5.4% | 10.0%[10 µM] | -2.8%[9.22 µM] | -9.2%
O=C(c1ccc(COc2ccc(Cl)cc2)o1)N1CCN(Cc2ccc3c(c2)OCO3)CC1 | -40.9%[inhibitor] | ? | 10.9% | -8.5% | -4.3% | -22.6% | ? | 1.4%
CCOc1ccc(CCNC(=O)CCc2nc(-c3ccc(OC)cc3)no2)cc1OCC | -17.8% | -10.8% | 7.0% | 1.0% | -3.2% | 19.0% | 2.2% | -0.5%
CO[C@H]1COC(=O)C/C=C\[C@H](C)[C@@H](NS(=O)(=O)c2ccc(C)cc2)COC(=O)C/C=C\[C@@H]1C | . | ? | -4.4%&5.6%[11.6 µM] | -13.4%&2.2%[13.5 µM] | -21.3%&-11.4%[11.6 µM] | ? | . | .
Cc1cccc(C(=O)c2c[nH]cc2-c2ccccc2)c1 | 16.7% | 8.7% | -2.7% | 8.3% | 4.3% | . | -9.4% | 10.5%
CCc1nc2ccccc2c(C(=O)OCC(=O)Nc2ccc(S(=O)(=O)N3CCOCC3)cc2)c1C | -9.5% | 4.9% | ? | 5.7% | ? | -51.7% | ? | -6.5%
COc1ccc(CCNc2nc3ccc(C)cc3n3cnnc23)cc1OC | 4.2% | ? | -5.2% | . | -17.5% | . | . | .

Bioassay records (PubChem)
